# Bioassay records deposited in PubChem BioAssay by several laboratories.
# M1 antagonist – M1 muscarinic receptor (rat) antagonism; CHO-M1 cells, Fluo-4 calcium, ACh EC80 antagonist mode; stronger effect = lower value; AID 628; P08482; 64,000 tested, 3.4% active; B-score at 10 µM;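 active = calcium fluorescence response, raw or row-and-column corrected B-score, differing from the plate sample mean either way at a set confidence level, mostly lower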
# NADH coupling – inhibition of NAD/NADH coupling enzymes, library profiling | coupled PK/LDH NADH assays, four targets | IC50, µM (titrated, usually from 10 µM), inactives show top-dose inhibition | 65,000 tested, 0.02% active;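 active = single-dose screening hits from any of four coupled enzyme assays that gave an IC50 when retested across doses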;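 note: the DPM-DC format reads NADH fluorescence rather than 340 nm absorbance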
# M1 ag – M1 muscarinic receptor agonism. CHO-M1 cells, Fluo-4 calcium fluorescence, agonist mode; stronger effect = higher value. B-score at 10 µM. 64,000 tested, 3% active. AID 626;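 active = fluorescence rise, raw or as B-score row- and column-corrected plate score, outside the 99.7% band of its plate's samples, either direction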
# tolC growth inh – growth inhibitors of E. coli BW25113 tolC mutant; OD615; growth inhibition, % at 10 µM (by protocol); 65,000 tested, 2.2% active;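 active = growth inhibition at or above a cutoff equal to the mean over every tested compound plus 3 SD, cut at about 60% in these data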;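 note: growth measured after 20 h incubation at 37 °C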
#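 Test system – E. coli BW25113 ΔtolC::kan, tolC deletion mutant strain · Detection – OD at 615 nm · Buffer or medium – LB with kanamycin 50 µg/mL · Times – 20 h compound exposure of bacteria at 37 °C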
# SF-1 act – activates the human nuclear receptor SF-1; Q13285; CHO-K1 Gal4-SF-1 LBD luciferase reporter; % increase over DMSO SF-1-specific signal; activation, % at 10 µM; 65,000 tested, 1.9% active; AID 522;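 active = activation above the mean activation of all tested compounds plus 3 SD, cut at about 50% in these data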
#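 Material: Transient Gal4-SF-1 LBD reporter, CHO-K1 | Input: 4,000 cells/well | Dosing: One dose, 10 µM compound, 1% DMSO | Incubation: 20 h compound treatment, 37 °C | Detection: SteadyLite luciferase luminescence | Evaluation: Percent activation relative to DMSO median and mock-transfected background | Benchmarks: DMSO-treated SF-1-transfected cells as negative, DMSO-treated mock-transfected cells lacking SF-1 as background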
# Fluor 339 460 – intrinsic fluorescence of library compounds, ex339/em460 – biochemical, MLSMR library, data from DPM-DC assay, artefact control, profiling panel; 65,000 tested, 5.5% active; compound autofluorescence, ex339/em460 nm, NADH buffer; stronger effect = higher value; 1 = no-compound wells, NADH background; fluorescence fold increase at 10 µM; AID 709;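 active = at 10 µM, mean starting fluorescence two-fold or more over control wells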;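 note: signal is the first read of a kinetic run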
# TNAP act mid DEA – human TNAP activation, intermediate phosphate acceptor | P05186 | purified TNAP, CDP-star luminescence, 100 mM DEA, 30 min; stronger effect = higher value; scale: 0 levamisole-inhibited, 1 vehicle-only enzyme | activation factor at 20 µM | 64,000 tested, under 10 active | AID 813;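 active = activation factor of at least 2 at 20 µM, relative to controls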
# Ec RNAP inh – inhibitors of Escherichia coli RNA polymerase. E. coli RNA polymerase, fluorescence transcription assay. inhibition, %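 (tested at 10 µM)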. 62,000 tested, 0.2% active. AID 559; in the data active = inhibition above about 20%;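 note: 0% = enzyme without compound and 100% = no enzyme blank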
# Target sequence (P0A8V2 whole entry, looked up): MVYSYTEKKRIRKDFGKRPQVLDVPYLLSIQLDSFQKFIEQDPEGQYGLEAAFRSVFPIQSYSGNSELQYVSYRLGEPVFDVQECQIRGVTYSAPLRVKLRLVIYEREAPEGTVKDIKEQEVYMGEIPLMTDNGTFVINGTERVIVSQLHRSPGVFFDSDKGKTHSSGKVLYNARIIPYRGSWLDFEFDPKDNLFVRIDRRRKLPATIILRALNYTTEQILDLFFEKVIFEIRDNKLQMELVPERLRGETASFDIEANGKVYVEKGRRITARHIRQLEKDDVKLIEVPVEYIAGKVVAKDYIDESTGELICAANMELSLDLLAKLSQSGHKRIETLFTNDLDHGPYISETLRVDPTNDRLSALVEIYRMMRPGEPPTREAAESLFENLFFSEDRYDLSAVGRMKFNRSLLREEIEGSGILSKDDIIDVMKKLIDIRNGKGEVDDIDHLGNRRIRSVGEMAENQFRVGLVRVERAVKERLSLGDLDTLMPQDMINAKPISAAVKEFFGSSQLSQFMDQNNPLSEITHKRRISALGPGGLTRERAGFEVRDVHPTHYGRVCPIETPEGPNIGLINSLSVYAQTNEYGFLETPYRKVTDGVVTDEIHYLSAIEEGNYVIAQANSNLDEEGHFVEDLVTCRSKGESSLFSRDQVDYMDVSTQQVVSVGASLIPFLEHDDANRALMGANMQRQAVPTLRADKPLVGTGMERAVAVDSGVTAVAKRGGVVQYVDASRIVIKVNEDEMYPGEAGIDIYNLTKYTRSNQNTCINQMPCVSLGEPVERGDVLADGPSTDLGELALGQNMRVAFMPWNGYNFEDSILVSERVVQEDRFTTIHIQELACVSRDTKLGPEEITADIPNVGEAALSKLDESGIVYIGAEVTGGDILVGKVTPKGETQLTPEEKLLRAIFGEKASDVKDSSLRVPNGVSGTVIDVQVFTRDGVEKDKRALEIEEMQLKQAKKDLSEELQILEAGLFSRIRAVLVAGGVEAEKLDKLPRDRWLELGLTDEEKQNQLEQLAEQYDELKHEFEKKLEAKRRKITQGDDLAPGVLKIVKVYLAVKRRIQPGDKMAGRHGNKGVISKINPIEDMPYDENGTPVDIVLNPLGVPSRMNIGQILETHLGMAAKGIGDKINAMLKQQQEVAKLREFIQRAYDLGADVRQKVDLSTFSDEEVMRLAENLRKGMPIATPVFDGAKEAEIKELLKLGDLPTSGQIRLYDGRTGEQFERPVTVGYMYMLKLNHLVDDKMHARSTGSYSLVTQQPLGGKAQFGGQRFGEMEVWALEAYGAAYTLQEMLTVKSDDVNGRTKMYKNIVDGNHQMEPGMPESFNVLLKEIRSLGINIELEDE
# RORA act – activates the human nuclear receptor RORA | AID 560 | P35398 | 65,000 tested, 1.5% active | CHO-K1 Gal4-RORA LBD luciferase reporter, luminescence; percent increase over mock-subtracted basal signal | activation, % at 10 µM;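 active = activation above the mean of all tested compounds plus 3 SD, cut at about 49% in these data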;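 note: 0% = DMSO-treated RORA cells and 100% = added signal equal to DMSO minus mock-transfected cells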
# * hit, by the source's call; . = no result given; [ ] = another dose, or the depositor's remark.
SMILES,M1 antagonist,NADH coupling,M1 ag,tolC growth inh,SF-1 act,Fluor 339 460,TNAP act mid DEA,Ec RNAP inh,RORA act
CSc1ccc(C2C(C#N)=C(N)Oc3cc4c(cc32)OCO4)cc1 (stereo not drawn),-0.68,4%,-1.3,2,13,1.1,0.9,6,-1
Cc1ccccc1NC(=O)c1ccccc1,-0.21,3%,0.00069,-6,5,1.1,0.8,6,6
CCn1c(=O)c2c3c(sc2n(C)c1=O)CCC3,0.76,4%,-0.84,0,-12,1.1,1,13,-18
Cn1c(N2CCC(C(N)=O)CC2)nc2c1c(=O)n(Cc1cccc(Br)c1)c(=O)n2C,0.093,4%,-0.87,8,-6,1.1,0.9,7,14
Cc1ccc(S(=O)(=O)N(C)CC(=O)N2CCN(C(=O)c3ccco3)CC2)cc1,-0.81,5%,0.23,-22,-1,1.1,1,11,5
CCOC(=O)c1c(C)c(C(=O)Nc2ccccc2)c(C)n1CC,0.013,3%,0.51,5,24,1.1,0.9,5,11
Cc1cc(N=Cc2cc(Cl)ccc2O)no1,0.88,3%,-0.053,-14,18,1.1,0.9,1,-2
COc1ccc(N(CC(=O)Nc2ccc3c(c2)OCCO3)S(=O)(=O)c2c(C)nn(C)c2C)cc1,1.4,6%,-0.38,-4,8,1,1,-6,-22
COc1ccc(N(C)S(=O)(=O)c2c(C)[nH]c(=O)[nH]c2=O)cc1,-0.25,4%,0.82,-15,4,1.1,0.9,4,26
CCOCCn1c(CN2CCN(CC)CC2)nc2c1c(=O)n(C)c(=O)n2C,-0.003,2%,0.029,-10,-15,1.1,0.9,22*,-7
CCC1CCCCN1Cc1nc2c(c(=O)n(C)c(=O)n2C)n1Cc1ccccc1 (stereo not drawn),-0.72,5%,0.52,5,-18,1,0.9,6,-12
CCOc1cc(-c2nc(-c3ccc(OC)cc3)no2)cc(OCC)c1OCC,0.16,6%,0.063,-10,-4,1.1,1,6,-20
Cc1cccc(N2CC(=O)N(c3cccc(C)c3)CC2=O)c1,-0.68,1%,-0.039,15,5,1.1,0.9,8,12
Cc1nc(NC(=O)c2csc3ccccc23)sc1C,0.25,3%,0.044,27,26,1.1,0.9,5,-5
Cc1ccc(N2C(=O)c3sc4nnc(C)c(=O)n4c3C2=O)cc1,-0.047,3%,-0.96,13,14,1,0.9,11,-28
COCCn1c(SCc2ccc(C(=O)OC)o2)nnc1-c1c[nH]c2ccccc12,0.084,4%,-0.92,6,12,1.1,1,4,-5
O=C(CSc1nnc(-c2cccnc2)o1)OC1CCCCC1,0.052,1%,-0.0016,10,17,1.1,0.9,5,2
COc1cc(OC)cc(-c2nnc(SCC(=O)Nc3cc(C)on3)o2)c1,0.55,11%,-0.65,8,-16,1,0.9,6,-28
COCCCn1c(SCC(=O)Nc2ccc3c(c2)OCCO3)nnc1-c1ccoc1C,0.25,5%,0.13,-10,15,1.1,0.9,11,-8
COCc1ccccc1Cn1cnc2c1c(=O)n(C)c(=O)n2C,0.5,1%,-0.71,-15,8,1.1,1,4,-11
Cc1c(C(=O)NC2CC2)oc2ccc(S(=O)(=O)N3CCCCCC3)cc12,0.34,5%,0.11,18,-12,1,0.8,-12,2
c1csc(-c2ncc3ccccn23)c1,0.1,9%[fluoresces],-0.55,2,12,3.4*,1,11,-1
O=C(O)c1cccc(-n2cnnn2)c1,0.28,2%,0.13,-16,12,0.97,0.9,5,-24
CCSc1nnc(C)n1-c1ccc(C(=O)O)cc1,0.35,7%,0.22,-18,-6,1.1,0.9,12,-3

# Some of these compounds in order of the Fluor 339 460 value, lowest first:
smiles	M1 antagonist	NADH coupling	M1 ag	Fluor 339 460	TNAP act mid DEA	Ec RNAP inh
O=C(O)c1cccc(-n2cnnn2)c1	0.28	2%	0.13	0.97	0.9	5
COc1cc(OC)cc(-c2nnc(SCC(=O)Nc3cc(C)on3)o2)c1	0.55	11%	-0.65	1	0.9	6
COCCCn1c(SCC(=O)Nc2ccc3c(c2)OCCO3)nnc1-c1ccoc1C	0.25	5%	0.13	1.1	0.9	11
c1csc(-c2ncc3ccccn23)c1	0.1	9%[fluoresces]	-0.55	3.4*	1	11

# More structures
SMILES,M1 antagonist,NADH coupling,M1 ag,tolC growth inh,SF-1 act,Fluor 339 460,TNAP act mid DEA,Ec RNAP inh,RORA act
O=C(NC1CCSC1=O)c1cccc(C(=O)NC2CCSC2=O)c1 (stereo not drawn),-0.31,1%,0.041,-19,2,1.1,1,-3,-4
Cc1ccc2c(c1)N(C(C)C(=O)NCCc1ccccc1)C(=O)CO2 (stereo not drawn),-0.62,6%,0.022,-1,20,1.1,0.9,1,-11
Cc1ccc2c(c1)[nH]c1c(=O)n(CCN3CCCCC3)cnc12,0.063,6%,0.34,-27,-6,1.7,0.8,5,17
COc1cc2[nH]c(=O)n3nc(-c4ccccc4)nc3c2cc1OC,-1.3,16%[fluoresces],-0.55,13,4,2.1*,0.9,11,22
O=C(NC1CCCCCC1)C1c2ccccc2C(=O)N1C1CC1 (stereo not drawn),0.22,5%,-0.023,3,-18,1.1,1,-2,-1
CCn1c(SCC(=O)Nc2cc(C)c(Cl)cc2OC)nnc1-c1ccco1,0.015,1%,0,19,5,1.1,1,10,1
O=C1CC(NCc2ccncc2)C(=O)N1c1ccc(Cl)cc1 (stereo not drawn),0.4,5%,0.052,8,-3,1.1,0.9,14,-5
CCOC(=O)COn1c(SCC(=O)OCC)nc2ccccc2c1=O,1.8,.,0.52,.,-4,.,0.9,6,-1
COCC(C)NC(=O)c1cc(-c2ccc(O)cc2)on1 (stereo not drawn),0.12,1%,-0.34,-6,22,1.1,0.9,3,17
COCCCn1c(SCC(=O)NC(C)(C)C)nnc1-c1ccccc1,-1.2,4%,1.4,-21,4,1.1,1.1,8,-18
Cc1cccc(-n2nnc(C(=O)NCc3ccccn3)c2N)c1,0.3,6%,0.86,-9,-4,0.84,0.9,0,-11
CCSc1nnc(NC(=O)C(C(F)(F)F)C(F)(F)F)s1,-0.00058,3%,-0.017,1,-10,1.1,0.9,.,-14
CC1(C(=O)CSc2ncn[nH]2)CCC(=O)O1 (stereo not drawn),-0.025,2%,-0.32,15,-7,1.1,0.9,7,-6
O=S(=O)(NCCc1csc(-c2ccccc2)n1)c1ccc2c(c1)OCCO2,-1.5,3%,-1.1,26,-4,1.1,1,4,-17
O=C(O)c1cccn2c(=O)c3ccccc3nc12,-0.49,54µM*,-0.016,-14,-4,1.4,1,1,-3
O=C(Cc1cccs1)N(c1ccc(Cl)cc1)C1C=CS(=O)(=O)C1 (stereo not drawn),0.47,9%,-0.38,4,-10,1.1,1,-4,1
CC1(C)C(=O)Nc2ccccc2N1C(=O)COC(=O)C12CC3CC(CC(O)(C3)C1)C2,-1.4,6%,0.37,-1,1,1.2,0.9,3,-3
O=C(O)CS(=O)(=O)CC(=O)O,1.3,2%,-0.18,-10,17,1.1,0.9,5,1
O=c1oc2ccccc2n1CCc1ccccc1,-0.32,4%,-0.17,-5,-10,1.1,0.9,10,-3
COC(=O)C1=CNC=C(C(=O)OC)C1c1cccc(OC)c1,0.34,8%[fluoresces],0.28,-2,4,3.9*,1,-19,-28
CN(CCC#N)C(=O)COC(=O)c1ccc(Cl)c(S(N)(=O)=O)c1,-12*,3%,0.32,-15,1,0.98,0.8,12,-4
C=CCSc1n[nH]c(-c2ccc(OC)cc2)n1,-0.14,4%,0.37,4,68*,0.99,0.4,-4,63*
O=C(CN1CCN(Cc2ccccc2Cl)C1=O)N1CCCCCC1,0.77,2%,-0.012,-4,-4,1.1,0.9,5,1
O=C(CCC1N=C2c3ccccc3N=C(SCc3cccc(Cl)c3)N2C1=O)NCc1ccco1 (stereo not drawn),-0.21,7%,1.9,20,-2,1.7,0.9,-4,10
Cc1cc(-c2nnco2)c(C)n1-c1ccccc1,-0.43,5%,-0.48,6,30,1.1,0.9,6,13
CC(C)CN(C#N)c1nc(N2CCOCC2)nc(N2CCOCC2)n1,-0.57,4%,-0.13,24,-5,1,1,4,-10
COc1ccc(C)cc1NC(=O)CSc1nnc(-c2cc3cccc(OC)c3o2)n1N,0.7,3%,-0.51,3,-8,1.4,0.9,3,2
O=C(COc1ccccc1)Nc1cccc2nsnc12,-0.19,4%,-0.041,-3,7,1.7,0.9,6,-13
CCN(CC)c1ccc(-c2nc3cnccc3n2C)cc1,-14*,18%,0.14,-6,37,2.5*,0.9,2,67*
NC(=O)CSc1nnc(Cn2c(=O)sc3ccccc32)n1-c1ccccc1,-0.031,1%,0.14,-5,5,1.1,1,5,6
COc1ccc(S(=O)(=O)N2CCc3ccccc32)cc1C(=O)OCc1nnc(-c2ccccc2)o1,1.7,5%,-0.22,-4,4,1.1,0.9,2,-20
CCN(CC)CCn1c2ccccc2c2cnc(N=CN(C)C)c(C#N)c21,-1.1,13%,1,19,14,1.8,0.9,6,20
CC1Oc2ccccc2N(CC(=O)N2CCCc3ccccc32)C1=O (stereo not drawn),0.26,6%,-0.51,2,-30,1,0.9,7,-14
COCCCn1c(SCC(=O)N2CCCCC2C)nnc1-c1ccco1 (stereo not drawn),0.028,7%,0.8,-10,6,1.1,1,7,-2
CC(=O)Nc1c(O)nc(SCC(=O)Nc2ccc(C(C)=O)cc2)[nH]c1=O,0.6,4%,-0.12,-10,50*,1.1,0.9,4,58*
CC(OC(=O)c1ccncc1)C(=O)Nc1cccc(Cl)c1 (stereo not drawn),-0.052,1%,-1,-5,-16,1.1,0.9,1,-7
O=c1c(O)c(-c2ccc(O)cc2O)oc2cc(O)cc(O)c12,0.15,4%,27*,7,-4,1.1,0.8,8,-4
O=C(CCNS(=O)(=O)c1cccc2nonc12)NCc1cccs1,0.53,4%,-0.31,-11,3,1.1,1,7,-2
C=CCn1c(N2CCCCCC2)nc2c1c(=O)[nH]c(=O)n2C,-0.53,6%,-0.14,-4,-4,1.1,.,.,17
CCCCC(c1nnnn1C1CCCC1)N1CCN(C2CCCCC2)CC1 (stereo not drawn),0.83,11%,0.36,-23,3,1,0.9,6,-2
Cc1csc(N(C)C(=O)CSc2nnc(COc3ccccc3C)o2)n1,0.26,6%,-3,-13,4,1.1,0.9,1,-12
Cc1ccc2nc(C(O)C(O)c3nc4ccc(C)cc4[nH]3)[nH]c2c1 (stereo not drawn),0.49,5%,-2.5,-16,51*,1.2,1.4,1,23
COC(=O)c1ccc(OC(=O)c2ccccn2)cc1,-0.32,1%,-0.75,-3,4,1.1,1,3,-1
CCn1c(SCc2nc3ccccc3c(=O)[nH]2)nnc1-c1cccnc1,-0.38,2%,-0.61,-19,1,1,0.9,-3,-3
Oc1cccc(C(=S)N2CCN(Cc3ccccc3)CC2)c1,-0.11,2%,1,-5,-8,1.1,0.9,5,-10
CNC(=O)CSc1nnc(-c2ccco2)n1-c1ccccc1OC,-0.0048,7%,0.0063,-29,9,1.1,0.9,6,-14

# Shown with two lines to a compound: part of the list above
# Each structure is followed by: M1 antagonist, NADH coupling, M1 ag, tolC growth inh, SF-1 act, Fluor 339 460, TNAP act mid DEA, Ec RNAP inh, RORA act
> Cc1csc(N(C)C(=O)CSc2nnc(COc3ccccc3C)o2)n1
    0.26, 6%, -3, -13, 4, 1.1, 0.9, 1, -12
> CCCCC(c1nnnn1C1CCCC1)N1CCN(C2CCCCC2)CC1 (stereo not drawn)
    0.83, 11%, 0.36, -23, 3, 1, 0.9, 6, -2
